Source: PubChem
Mm-Cpn inhibitor = Inhibitors of TCP-1 ring complex (TRiC) of Methanococcus maripaludis (MmCpn): qHTS; Chaperonin Mm-Cpn (Methanococcus maripaludis); 330,000 compounds, 0.031% hits; Potency, µM (series often up to 76.9 µM), for the others: at the top dose activity, negative = inhibition, actives largely listed as inhibitors; purified Mm-Cpn ATPase, ADP Transcreener TR-FRET; further: potency means the concentration at half of the fitted maximal effect; on the % scale 0 is the no-effect control and ±100 the full control effect; nearly all actives have a fitted effect of over 80% in size
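ATPase turnover read by TR-FRET ADP competition (Eu cryptate antibody/ADP-d2, 665/590 nm): 10uM ATP final, 25nM Mm-CPN final, 30 min 37degC after 10-min compound preincubation, pH 7.4 Tris/KCl/MgCl2/DTT buffer.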
EPAC1 ag = qHTS for Agonist of cAMP-regulated guanine nucleotide exchange factor 3 (EPAC1): primary screen; 360,000 compounds, 0.073% hits; Potency, µM (doses to about 154 µM), for the others: top-dose activation, hits mostly activators; AID 720707, 2013; Rap guanine nucleotide exchange factor 3 (Homo sapiens), O95398; EPAC1 agonist qHTS, biochemical assay; response scale: 100% = response to 6.5 mM cAMP; further: potency means the concentration at half of the fitted maximal effect; nearly all actives have a fitted effect of over 60% in size
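Multi-concentration qHTS readout: loss of Rap1B-bound BODIPY-GDP fluorescence driven by 100 nM EPAC1 with excess GDP (50 uM), monitored kinetically at room temperature; agonist response expressed relative to 6.5 mM cAMP.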
WRN helicase inh = qHTS for Inhibitors of WRN Helicase; Bifunctional 3'-5' exonuclease/ATP-dependent helicase WRN (Homo sapiens), Q14191; WRN helicase unwinding, fluorescent forked duplex, kinetic; Potency, µM (series often up to 114 µM), without a hit: top-dose activity change, negative = inhibition, most hits filed as inhibitors; 360,000 compounds, 0.46% hits; further: potency means the concentration at half of the fitted maximal effect; on the % scale 0 is the no-effect control and ±100 the full control effect; nearly all actives have a fitted effect of over 55% in size
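Enzyme (20 nM final) and test compound sit together 15 min at room temperature before substrate addition. Substrate is a single-forked duplex oligonucleotide (100 nM) labelled with fluorophore and quencher, with 2 mM ATP; helicase unwinding raises red fluorescence, read kinetically.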
PI5P4Ka inh = qHTS for Inhibitors of phosphatidylinositol 5-phosphate 4-kinase (PI5P4K) | PI5P4Kalpha enzyme, ADP-Glo luminescence, 60 min; active compounds read low | max response, % | 330,000 compounds, 1.2% hits | AID 652105, 2013; active means max response of -50% or lower; inconclusive means between -30% and -50%; inactive means -30% or higher; further: value at the top dose of about 77 µM; on the % scale 0 is the no-effect control and ±100 the full control effect
Target sequence (P48426 whole entry, looked up): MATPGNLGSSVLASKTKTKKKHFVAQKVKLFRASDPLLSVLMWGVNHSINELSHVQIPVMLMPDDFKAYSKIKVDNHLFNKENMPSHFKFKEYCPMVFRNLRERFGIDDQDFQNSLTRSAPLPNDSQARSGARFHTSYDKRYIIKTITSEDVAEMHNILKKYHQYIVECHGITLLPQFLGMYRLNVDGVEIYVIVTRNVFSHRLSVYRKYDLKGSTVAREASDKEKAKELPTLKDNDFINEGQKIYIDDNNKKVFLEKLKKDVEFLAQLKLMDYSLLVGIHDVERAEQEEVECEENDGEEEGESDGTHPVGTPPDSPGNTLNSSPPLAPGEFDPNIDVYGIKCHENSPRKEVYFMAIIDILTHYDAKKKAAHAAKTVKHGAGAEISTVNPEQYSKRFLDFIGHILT
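Controls without substrate or without enzyme flank wells where PI5P4Kalpha converts substrate using 5 microM ATP (final). Incubation lasts 60 minutes at room temperature; ADP formed is read by ADP-Glo luminescence.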
PLK1 PBD inh = qHTS for Inhibitors of PLK1-PDB (polo-like kinase 1 - polo-box domain): Primary Screen; 360,000 compounds, 2.8% hits; Potency, µM, without a hit: max response, negative = inhibition, hits mostly inhibitors; Serine/threonine-protein kinase PLK1 (Homo sapiens), P53350; Plk1 PBD binding of FITC phosphopeptide, fluorescence polarization; further: potency means the concentration at half of the fitted maximal effect; series mostly up to about 57 µM; on the % scale 0 is the no-effect control and ±100 the full control effect; nearly all actives have a fitted effect of over 65% in size
Target sequence (P53350 whole entry, looked up, the tested form may be a part): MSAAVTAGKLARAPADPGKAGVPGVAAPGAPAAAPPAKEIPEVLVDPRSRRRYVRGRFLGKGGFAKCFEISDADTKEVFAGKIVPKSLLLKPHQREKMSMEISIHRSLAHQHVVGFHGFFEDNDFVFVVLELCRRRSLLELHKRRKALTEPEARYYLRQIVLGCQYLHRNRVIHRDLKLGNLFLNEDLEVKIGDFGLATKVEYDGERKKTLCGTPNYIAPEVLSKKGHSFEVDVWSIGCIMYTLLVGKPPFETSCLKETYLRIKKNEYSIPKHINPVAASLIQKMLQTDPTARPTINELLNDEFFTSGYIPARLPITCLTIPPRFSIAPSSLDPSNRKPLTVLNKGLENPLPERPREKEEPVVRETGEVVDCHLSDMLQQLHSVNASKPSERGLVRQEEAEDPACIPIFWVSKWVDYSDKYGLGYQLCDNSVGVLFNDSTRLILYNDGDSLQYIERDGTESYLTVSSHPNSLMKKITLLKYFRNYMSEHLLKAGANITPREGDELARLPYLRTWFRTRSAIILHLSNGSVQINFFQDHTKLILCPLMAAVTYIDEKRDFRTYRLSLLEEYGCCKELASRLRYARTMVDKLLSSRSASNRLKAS
CCT modulator = High-Throughput Screening for Modulators of Cytosolic Chaperonin Activity | purified chaperonin ATPase assay, HTRF ADP detection, 30 min | activity change, % (test concentration not listed), hits read low | 360,000 compounds, 0.3% hits; in the data active means activity change below about -30%; further: on the % scale 0 is the no-effect control and ±100 the full control effect
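Enzyme 40 or 20 nM (batch-dependent) in Tris pH 7.4/KCl/MgCl2/DTT; cpd 76 uM single point; ATP 10 uM; 30 min 37 °C; Transcreener ADP HTRF detection, 30 min RT; ratio 665/615.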
EPAC1 antag = qHTS for Antagonist of cAMP-regulated guanine nucleotide exchange factor 3 (EPAC1): primary screen; Rap guanine nucleotide exchange factor 3 (Homo sapiens), O95398; EPAC1 GEF assay, Rap1b-BODIPY-GDP exchange fluorescence; Potency, µM (highest dose often 115 µM), for inactives: top-dose activity change, negative = inhibition, hits mostly inhibitors; 360,000 compounds, 0.14% hits;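 further: potency means the concentration at half of the fitted maximal effect; plate controls were vehicle for no effect and positive control for full effect; nearly all actives have a fitted effect of over 50% in size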
EPAC2 antagonist = qHTS for Antagonist of cAMP-regulated guanine nucleotide exchange factor 2 (EPAC2): primary screen; EPAC2 GEF exchange of Rap1B-BODIPY-GDP, fluorescence; Potency, µM (doses to about 114 µM), for inactives: at the top dose activity, negative = inhibition, hits mostly inhibitors; 360,000 compounds, 0.18% hits; Rap guanine nucleotide exchange factor 4 (Homo sapiens), Q8WZA2; further: potency means the concentration at half of the fitted maximal effect; on the % scale 0 is the no-effect control and ±100 the full control effect; nearly all actives have a fitted effect of over 45% in size; many of its hits are not listed in these tables
An asterisk follows results filed as active; ? = inconclusive; nt = not tested or not shown; [ ] = dose if it differs, or a comment. Unless noted, the call rests on the fitted dose curve; in most records, active means well fitted curve in the direction sought with a large enough effect; inconclusive means small, poorly fitted or top-dose-only effect, or another doubt; inactive means no such curve, though single readings can be large; an effect the other way counts as inactive or inconclusive.

WRN helicase inh | CCT modulator | PLK1 PBD inh | Mm-Cpn inhibitor | PI5P4Ka inh | EPAC1 antag | EPAC2 antagonist | EPAC1 ag | molecule
3% | 0.7 | -7% | -2% | 0 | -1% | 9% | -1% | Cc1ccc(C(=O)NCCN2CCOCC2)cc1C
-12% | 1.7 | 6% | 0% | 26 | -12% | -14% | 15% | O=c1c2ccccc2nc(SCc2ccc(F)cc2Cl)n1CCCN1CCOCC1
8% | -1.2 | -8% | -1% | 2 | -21% | 8% | -5% | O=C(C1CCCN(c2ncnc3c2nc2n3CCCCC2)C1)N1CCCCC1 (centres undefined)
3% | -3.5 | -8% | 1% | 1 | -17% | -5% | 9% | Cn1c(=O)c2c(O)cc(=O)n(-c3ccccc3)c2n(C)c1=O
1% | -2.3 | -1% | 2% | -5 | 9% | 10% | 6% | Cc1c(NC(=O)c2cccc(NC(=O)Cc3ccc(F)cc3)c2)c(=O)n(-c2ccccc2)n1C
3% | 0.6 | -4% | -3% | 4 | 12% | 3% | -3% | N#Cc1cccc(C#N)c1NCC1CCCO1 (centres undefined)
7% | 2.4 | 30µM* | -1% | -10 | 3% | -1% | -5% | Cc1cccc(N2CCN(C(=O)NCc3ccc(F)cc3)CC2)c1C
3% | 0.1 | -16% | 1% | -4 | 1% | -6% | 17% | COCCNC(=O)CCN1N=C(c2ccccc2)CCC1=O
4% | -4.7 | -13% | 2% | 0 | -7% | 1% | -4% | O=C(NCCCN1CCC(Cc2ccccc2)CC1)C1CCN(S(=O)(=O)N2CCC3(CC2)OCCO3)CC1
-7% | -1.1 | -2% | 1% | nt | -2% | -1% | 5% | CN(C)/C(CN1CCN(C=O)CC1)=C1\N=C(c2ccccc2)OC1=O
-13% | 2.2 | -1% | 1% | 1 | 10% | 16% | 0% | c1ccc(-c2nc(-c3ccncc3)n[nH]2)nc1
? | -5.1 | 0% | 2% | 0 | -15% | -8% | 2% | CCOc1ccc(OCC)c(NC(=O)CN2CCN(c3cccc(C)c3)C(C)C2)c1 (centres undefined)
-1% | -7.4 | -5% | 0% | 3 | 10% | -6% | 17% | COCCNc1nnc(SCC(=O)NNC(=O)c2ccco2)s1
-5% | 2.2 | -3% | 1% | -3 | 1% | -2% | 9% | COc1ccc(CCNC(=O)C2CCN(C(=O)c3cccc(Cl)c3)CC2)cc1OC
-11% | -1.1 | ? | -2% | 5 | -11% | ? | -1% | COc1ccccc1CC(=O)Nc1ccc(S(=O)(=O)N2CCOCC2)cc1
5% | 0.1 | -9% | -3% | 5 | -17% | -9% | -3% | O=C(CN1C(=O)C2CC=CCC2C1=O)Nc1nc(-c2ccc(F)c(F)c2)cs1 (centres undefined)
7% | 2.2 | -6% | -5% | -1 | 5% | 3% | 6% | CC(=O)Nc1cc2nc(C)n(Cc3ccccc3)c2nc1C
0% | -0.7 | 0% | 2% | -1 | -28% | -7% | 0% | CN(Cc1ccccc1)C(=O)CSc1n[nH]c(N)n1
1% | -31* | -4% | 1% | -1 | 2% | -17% | -6% | CN(CC(=O)Nc1ccccc1Cl)C(=O)c1cc(C2CC2)nn1-c1ccccc1
-14% | -1.6 | -2% | -1% | nt | -11% | -1% | ? | CC1CCCC(n2c(=S)[nH]c3ccccc3c2=O)C1C (centres undefined)
-33% | -2.0 | -25% | 1% | -2 | -16% | -15% | 3% | COc1cc(/C=C/C(=O)Nc2ccc(C(C)=O)cc2)cc(OC)c1OC
16% | -15 | 1% | 1% | 0 | 6% | -3% | 4% | CC(NC(=O)C1CCN(S(=O)(=O)c2ccc(Br)s2)CC1)c1ccccc1 (centres undefined)
1% | -2.0 | 2% | 1% | -3 | 3% | 1% | 4% | CCc1sc(C(=O)Nc2cccc(-n3cnnn3)c2)cc1C
-9% | 0.8 | -3% | -2% | 16 | 0% | ? | 5% | Cc1cc(C)c(OCC(=O)Nc2ccccc2N2CCCCC2)c(C)c1
-5% | 0.9 | 6% | 3% | -3 | ? | -2% | -1% | C=CCNC(=O)c1cc(-c2ccccc2O)on1
-10% | 1.1 | 3% | 1% | -4 | 5% | -25% | 3% | COc1ccc(N2CC(NC(=O)N3CCc4ccccc43)CC2=O)cc1OC (centres undefined)
-11% | 0.5 | 5% | 0% | -1 | -1% | -19% | -2% | O=C1CCN(Cc2ccccc2)CCN1[C@H](COc1ccccc1)c1ccccc1
1% | -5.9 | -6% | -8% | 1 | -5% | 4% | 2% | O=c1oc2ccccc2c(Nc2ccc(O)cc2)c1[N+](=O)[O-]
-22% | -3.3 | 0% | -4% | 17 | 9% | -1% | 2% | O=C(Cn1c2ccccc2c(=O)c2ccccc21)Nc1ccccc1F
-14% | -2.7 | 1% | 1% | -2 | -1% | 7% | 4% | CC1=NN(C(=O)c2ccc(Cn3cc([N+](=O)[O-])cn3)cc2)C(O)(C(F)(F)F)C1 (centres undefined)

Random excerpt: six compounds from above
WRN helicase inh | CCT modulator | PLK1 PBD inh | Mm-Cpn inhibitor | PI5P4Ka inh | EPAC1 antag | EPAC2 antagonist | EPAC1 ag | molecule
8% | -1.2 | -8% | -1% | 2 | -21% | 8% | -5% | O=C(C1CCCN(c2ncnc3c2nc2n3CCCCC2)C1)N1CCCCC1 (centres undefined)
-5% | 2.2 | -3% | 1% | -3 | 1% | -2% | 9% | COc1ccc(CCNC(=O)C2CCN(C(=O)c3cccc(Cl)c3)CC2)cc1OC
4% | -4.7 | -13% | 2% | 0 | -7% | 1% | -4% | O=C(NCCCN1CCC(Cc2ccccc2)CC1)C1CCN(S(=O)(=O)N2CCC3(CC2)OCCO3)CC1
-13% | 2.2 | -1% | 1% | 1 | 10% | 16% | 0% | c1ccc(-c2nc(-c3ccncc3)n[nH]2)nc1
3% | 0.6 | -4% | -3% | 4 | 12% | 3% | -3% | N#Cc1cccc(C#N)c1NCC1CCCO1 (centres undefined)
1% | -2.3 | -1% | 2% | -5 | 9% | 10% | 6% | Cc1c(NC(=O)c2cccc(NC(=O)Cc3ccc(F)cc3)c2)c(=O)n(-c2ccccc2)n1C

The listing continues:
WRN helicase inh | CCT modulator | PLK1 PBD inh | Mm-Cpn inhibitor | PI5P4Ka inh | EPAC1 antag | EPAC2 antagonist | EPAC1 ag | molecule
-24% | -5.0 | -21% | -3% | ? | -6% | 0% | 3% | O=C(Nc1nc2ccc(F)cc2s1)C1CCN(S(=O)(=O)c2cc([N+](=O)[O-])ccc2Cl)CC1
-20% | -0.3 | -2% | 1% | 2 | 8% | -2% | 4% | Cc1cccc(C)c1N(CC(=O)N1CCCC1)S(C)(=O)=O
7% | -1.8 | -8% | -3% | 3 | 7% | 4% | 4% | CC1CCCN(C(=O)c2ccccc2OC2CCN(S(C)(=O)=O)CC2)C1 (centres undefined)
4% | 0.0 | -3% | -1% | -52* | -7% | -8% | 7% | CCOC(=O)/C(N=Nc1cc(C(=O)O)cc(C(=O)O)c1)=C(\O)CCl
1% | -11 | -24% | 2% | -4 | ? | -8% | 4% | COc1cccc(C2=NN(C(=O)c3ccco3)C(O)(C(F)(F)F)C2)c1 (centres undefined)
-12%[57.1 µM] | -2.0 | -4% | 2% | 0 | 0% | -9% | 8% | CCOc1ccc(C(=O)N/N=C(\c2ccccc2)c2ccccn2)cc1
0% | -1.3 | -6% | -2% | 0 | -6% | -2% | 10% | C/C(=N\NC(=O)c1c(Cl)cnn1C)c1cccnc1
0% | -1.2 | 5% | nt | 8 | -12% | -14% | -7% | COC(=O)[C@]12CCCCC=C1N(Cc1ccccc1)C(=O)[C@H](CC(=O)N1CCC(c3ccccc3)CC1)C2
-16% | 2.1 | -4% | ? | -2 | 4% | 2% | -7% | O=C(COC(=O)c1ccccc1F)NNC(=O)c1ccccc1
-2% | -0.7 | -4% | nt | 21 | ? | 5% | 3% | c1ccc(CCNc2ccccn2)nc1
3% | 1.7 | -9% | -11% | -6 | 7% | 3% | -2% | Cc1cc(OCC(=O)NCCc2ccc(S(N)(=O)=O)cc2)c2c(C)c(C)c(=O)oc2c1
-1% | 1.2 | 5% | 0% | 3 | 1% | 0% | 5% | CCCC(NC(=O)C(C)N1CCN(S(=O)(=O)c2ccccc2)CC1)c1ccccc1 (centres undefined)
-14% | -2.6 | 0% | nt | 6 | 6% | -3% | 6% | CC1CCC(C(O)(C(=O)O)C2CCCCC2)CC1C (centres undefined)
1% | -12 | 2% | 3% | -2 | -11% | -4% | 4% | Cc1ccc(NC(=O)CN(C)C(=O)c2cccc(S(=O)(=O)N3CCc4ccccc43)c2)cc1
5% | 0.2 | 5% | 1% | 2 | 3% | 9% | -1% | CC/C(=N\NC(=O)c1ccccc1Cl)c1ccc(Br)s1
19% | 0.0 | -27% | -1% | 2 | -15% | 2% | -28% | O=C(c1cc2cc(Br)cc(Br)c2oc1=O)N1CCOCC1
-7% | -1.1 | -12% | 0% | 10 | -23% | -12% | 6% | O=C(c1ccc(Cl)c(S(=O)(=O)N2CCCCCC2)c1)N1CCCC(C(F)(F)F)C1 (centres undefined)
-6% | 1.2 | -13% | 2% | 14 | -30% | -22% | -4% | CC(C)(C)c1ccccc1OCCOCCN1CCCCCC1
0% | 0.7 | 3% | -1% | -2 | -5% | -6% | -2% | Cn1c(=O)c2c(nc(N3CCC(C(N)=O)CC3)n2CCSc2nc3ccccc3s2)n(C)c1=O
-17% | -2.1 | -16% | 1% | nt | 8% | -5% | 4% | Cc1ccc(CNC(=O)C2CCN(S(=O)(=O)c3cccs3)CC2)o1
-22% | 0.0 | -3% | ? | -9 | ? | ? | -15% | Cc1cc2oc(=O)cc(CN3CCCCC3C)c2cc1C(C)C (centres undefined)
-1% | 0.1 | 1% | -5% | 24 | 6% | -10% | -4% | CCC(C)NC(=O)Cn1nc(C(F)(F)F)c2c1CCC2 (centres undefined)
-3% | -0.6 | -1% | -2% | 3 | -21% | -2% | 4% | CCN(CC)S(=O)(=O)c1ccc(N2CCCCC2)c(NC(=O)c2ccncc2)c1

Not all compounds are listed; the hit share may differ from the screen's.
